PI5P4K alpha inh: blocks human PI5P4K alpha kinase activity | P48426 | PI5P4Kalpha enzyme, ADP-Glo luminescence, 60 min; active compounds read low | max response, % | 1.2% of 330,000 active | AID 652105; active = max response of -50% or lower; inconclusive = between -30% and -50%; inactive = -30% or higher; note: value at the top dose of about 77 µM; % is set by controls: 0 for no effect and ±100 for the full control effect
Target sequence (P48426 whole entry, looked up): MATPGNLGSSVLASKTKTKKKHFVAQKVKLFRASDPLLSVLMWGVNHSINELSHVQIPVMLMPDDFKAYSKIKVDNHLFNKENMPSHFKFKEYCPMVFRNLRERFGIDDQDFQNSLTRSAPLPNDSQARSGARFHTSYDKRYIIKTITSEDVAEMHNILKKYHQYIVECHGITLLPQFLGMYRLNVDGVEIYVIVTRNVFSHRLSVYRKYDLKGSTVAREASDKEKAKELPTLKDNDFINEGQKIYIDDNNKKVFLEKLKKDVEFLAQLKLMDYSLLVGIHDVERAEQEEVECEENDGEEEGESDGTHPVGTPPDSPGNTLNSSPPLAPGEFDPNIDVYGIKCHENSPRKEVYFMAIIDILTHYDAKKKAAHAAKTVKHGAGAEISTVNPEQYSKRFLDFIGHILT
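Quantitative HTS of the MLSMR library against PI5P4Kalpha with substrate. ATP added last at 5 microM final; room temperature, 60 minutes. Remaining ATP depleted, ADP converted and read as luminescence.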
EPAC1 ag: activates human EPAC1 exchange factor; O95398; EPAC1 agonist qHTS, biochemical assay; response scale: 100% = response to 6.5 mM cAMP; Potency, µM (doses to about 154 µM), for inactives: at the top dose activation, usual class: activators; 0.073% of 360,000 active; AID 720707; note: potency is the fitted concentration of half-maximal effect; nearly all actives have a fitted effect of over 60% in size
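Compounds were pinned as a concentration titration into mixtures of EPAC1 (100 nM), BODIPY-GDP-loaded Rap1B (250 nM) and GDP (50 uM). After 5 min at room temperature, fluorescence was followed for 30 min; activity was scaled to 6.5 mM cAMP.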
PLK1 PBD block: blocks phosphopeptide binding to human PLK1 polo-box domain | Potency, µM, without a hit: max response, negative = inhibition, actives largely listed as inhibitors | AID 720504 | Plk1 PBD binding of FITC phosphopeptide, fluorescence polarization | 2.8% of 360,000 active; note: potency is the fitted concentration of half-maximal effect; series mostly up to about 57 µM; % is set by controls: 0 for no effect and ±100 for the full control effect; nearly all actives have a fitted effect of over 65% in size
Target sequence (P53350 whole entry, looked up, the tested form may be a part): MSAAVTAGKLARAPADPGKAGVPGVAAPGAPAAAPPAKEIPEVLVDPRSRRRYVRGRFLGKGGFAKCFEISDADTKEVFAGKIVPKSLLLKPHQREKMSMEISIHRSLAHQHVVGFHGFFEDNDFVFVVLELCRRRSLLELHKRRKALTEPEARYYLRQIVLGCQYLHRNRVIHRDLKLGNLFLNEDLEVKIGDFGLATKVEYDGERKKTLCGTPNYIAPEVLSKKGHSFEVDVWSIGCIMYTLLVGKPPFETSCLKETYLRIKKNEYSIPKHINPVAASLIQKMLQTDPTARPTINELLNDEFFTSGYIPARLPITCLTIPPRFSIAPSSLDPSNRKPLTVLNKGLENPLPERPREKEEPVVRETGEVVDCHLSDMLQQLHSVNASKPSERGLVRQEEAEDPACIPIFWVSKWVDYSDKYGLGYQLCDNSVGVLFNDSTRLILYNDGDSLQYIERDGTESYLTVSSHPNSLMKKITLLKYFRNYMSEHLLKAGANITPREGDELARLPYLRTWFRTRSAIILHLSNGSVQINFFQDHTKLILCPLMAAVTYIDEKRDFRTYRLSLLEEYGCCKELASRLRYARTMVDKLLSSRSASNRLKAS
IL-2 act: activates IL-2 in a cell-based reporter assay; 0.065% of 360,000 active; IL-2 activation reporter assay, cell-based qHTS; stimulated with anti-CD3/CD4/CD28 beads; in transgenic mouse T cells; activation, % (series mostly up to about 46 µM); in the data active = activation above about 50%; inconclusive = mostly about 30% to 49%; note: 0% is about no effect
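Screening format: compound pinned onto unstimulated transgenic mouse T cells, 60 min incubation, then anti-CD3/anti-CD4/anti-CD28 bead stimulation for 18 hours at 37 degrees C, followed by EGFP and DsRed detection.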
Abeta rescue: compounds reversing amyloid beta toxicity in yeast. 0.063% of 410,000 active. yeast expressing A-beta42, growth rescue, OD600, 48 h; response scale: 0% DMSO, 100% iron-clioquinol control. Potency, µM (series often up to 46.1 µM), without a hit: at the top dose growth rescue, hits mostly activators; note: potency is the fitted concentration of half-maximal effect; nearly all actives have a fitted effect of over 55% in size
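Yeast growth medium received pinned compounds, then yeast cells expressing toxic A-beta were added; plates incubated at 30 C for 48 hr. Growth read as absorbance at 600 nm, normalized to DMSO and equimolar FeCl3 plus clioquinol controls.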
EPAC1 antagonist: EPAC1 (human) antagonism; O95398; EPAC1 GEF assay, Rap1b-BODIPY-GDP exchange fluorescence; Potency, µM (series often up to 115 µM), inactives show top-dose activity change, negative = inhibition, hits mostly inhibitors; 0.14% of 360,000 active; AID 720709;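 note: potency is the fitted concentration of half-maximal effect; plate controls were vehicle for no effect and positive control for full effect; nearly all actives have a fitted effect of over 50% in size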
FUS suppressor: FUS proteinopathy suppression in yeast; S. cerevisiae FUS-expressing, growth rescue, OD600, 24 h; Potency, µM (top dose mostly 76.6 µM), inactives show top-dose growth rescue (activation), usual class: activators; 0.24% of 390,000 active;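 note: potency is the fitted concentration of half-maximal effect; plate controls were DMSO vehicle for no effect and reference control for full effect; nearly all actives have a fitted effect of over 55% in size; some results filed as inactive show a strong effect at the top dose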
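Compound concentration series was pinned onto galactose-induced FUS-expressing yeast seeded at OD 0.005. Plates sat 24hr at 30C; absorbance at 600 nm gave growth. DMSO served as background control.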
WRN helicase inh: blocks human WRN helicase. WRN helicase unwinding, fluorescent forked duplex, kinetic. 0.46% of 360,000 active. Potency, µM (top dose mostly 114 µM), without a hit: at the highest dose activity change, negative = inhibition, usual class: inhibitors. AID 651768. Q14191; note: potency is the fitted concentration of half-maximal effect; % is set by controls: 0 for no effect and ±100 for the full control effect; nearly all actives have a fitted effect of over 55% in size
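Kinetic fluorescence helicase assay: unwinding of a quenched forked DNA duplex (100 nM final) with 2 mM ATP final raises red fluorescence (525/598 nm). Compounds sat 15 min at room temperature with 20 nM WRN beforehand.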
* hit, by the source's call; ? = inconclusive; · = not tested or not shown; & = joins results of further samples; [ ] = dose if it differs, or a comment. Unless noted, calls come from the whole dose curve; as a rule, active = well fitted curve in the direction sought with a large enough effect; inconclusive = small, poorly fitted or top-dose-only effect, or another doubt; inactive = no such curve, though single readings can be large; an effect the other way counts as inactive or inconclusive.

item | Structure | PI5P4K alpha inh | EPAC1 ag | PLK1 PBD block | IL-2 act
1 | CCCCN1C(=O)C(NC(=O)CC(C)C)(C(F)(F)F)C2=C1CC(C)(C)CC2=O (stereo unspecified) | 16 | 1% | -4% | -4.1
2 | COc1nc(Cl)cn(-c2ccc(Cl)cc2)c1=O | -3 | 1% | 0% | 0.1
3 | CCOC(=O)Cn1cc(/C=N/NC(=O)c2cc3ccccc3o2)c2ccccc21 | -22 | 10% | -1% | -1.5
4 | O=C(NNC1=NCCC1)c1cccc(S(=O)(=O)N2CCOCC2)c1 | 2 | -3% | -1% | -4.0
5 | Cc1csc2c(C#N)c(=O)c3c(n12)CCC3 | · | 0% | -2% | -0.2
6 | COC(=O)c1ccccc1NC(=O)CSc1nnc(-c2ccc(OC)cc2)n1C | -10 | -4% | -9% | -0.2
7 | COc1ccc(-n2[nH]c(C)cc2=O)cc1 | 8 | -4% | -5% | -0.6
8 | CCOC(=O)C1CCN(C(=O)CCc2ccc(S(=O)(=O)NCC(C)C)cc2)CC1 | 1 | -9% | -1% | 0.1
9 | C=CCn1c(SC)nnc1C1COc2ccccc2O1 (stereo unspecified) | 3 | -4% | -11% | -6.6
10 | COCCN(C(=O)CSc1nnc(-c2cccc(F)c2)n1N)c1c(N)n(Cc2ccccc2)c(=O)[nH]c1=O | 2 | 5% | -3% | 1.6
11 | NC(=O)c1cc[n+](CC2=C(C(=O)O)N3C(=O)[C@@H](NC(=O)C(c4ccccc4)S(=O)(=O)[O-])[C@H]3SC2)cc1 (stereo partly specified) | -97* | 10% | 4.7µM* | 0.4
12 | CC(SC(C)C(=O)NN=Cc1c[nH]c2ccccc12)C(=O)NN=Cc1c[nH]c2ccccc12 (stereo unspecified) | 0 | -2% | 4% | 1.6
13 | CCCNC(=O)C1(C)CCCN(C(=O)c2cc(C)n(C(C)(C)C)n2)C1 (stereo unspecified) | -7 | -11% | -3% | 1.7
14 | O=C(c1ccccc1)c1cc(F)c(N2CCOCC2)cc1Cl | 4 | 0% | 1% | 0.0
15 | CC(=O)c1ccc(OC(C)C(=O)Nc2cccc(S(=O)(=O)NCc3ccco3)c2)cc1 (stereo unspecified) | -6 | 7% | 1% | 0.3

item | Abeta rescue | EPAC1 antagonist | FUS suppressor | WRN helicase inh
1 | -1% | 11% | 23% | -12%
2 | -5% | 8% | · | -5%
3 | 6% | -14% | 15% | -13%
4 | 1% | -21% | -30% | -4%
5 | -9% | 1% | -5% | -15%
6 | 15% | -4% | 11% | 1%
7 | 4% | 6% | ? | -2%[57.1 µM]
8 | 3% | -10% | 8% | 10%
9 | -6% | -8% | -18% | -4%
10 | 3% | 5% | 2% | 0%
11 | -16% | 15% | -18% | ·
12 | 3% | 10% | 13% | 4%
13 | -12% | 7% | -22% | 1%
14 | -29% | -10% | 5% | -3%
15 | 6% | 9% | 7% | 3%

Compound profiles, as listed above:
Profile of COC(=O)c1ccccc1NC(=O)CSc1nnc(-c2ccc(OC)cc2)n1C : PI5P4K alpha inh: -10; EPAC1 ag: -4%; PLK1 PBD block: -9%; IL-2 act: -0.2; Abeta rescue: 15%; EPAC1 antagonist: -4%; FUS suppressor: 11%; WRN helicase inh: 1%
Profile of CCOC(=O)C1CCN(C(=O)CCc2ccc(S(=O)(=O)NCC(C)C)cc2)CC1 : PI5P4K alpha inh: 1; EPAC1 ag: -9%; PLK1 PBD block: -1%; IL-2 act: 0.1; Abeta rescue: 3%; EPAC1 antagonist: -10%; FUS suppressor: 8%; WRN helicase inh: 10%

Later entries
item | Structure | PI5P4K alpha inh | EPAC1 ag | PLK1 PBD block | IL-2 act
16 | CC(=O)N1c2ccc(S(=O)(=O)NCCc3ccc(S(N)(=O)=O)cc3)cc2CC1C (stereo unspecified) | -5 | -7% | 3% | -0.1
17 | COc1cc(/C=C(/NC(=O)c2ccccc2)C(=O)Nc2ccc(O)cc2)c([N+](=O)[O-])cc1OC | 7 | 3% | -3% | -0.3
18 | CCCN(C(=O)c1cnccn1)c1c(N)n(Cc2ccccc2)c(=O)[nH]c1=O | -1 | -1% | 0% | 0.3
19 | CN1C(=O)C(/C(N)=N/NC(=O)c2ccccc2)C2CC1(C)Oc1ccccc12 (stereo unspecified) | -5 | 14% | -16% | 0.0
20 | COCCNC(=O)CCc1nc2cccnc2n1Cc1ccc(OC)cc1 | -2 | 13% | -7% | 0.4
21 | COc1ccccc1/C=C/c1onc(C)c1S(=O)(=O)N1CCC(C(=O)NC(C)C)CC1 | 6 | 4% | -2% | -2.7
22 | Cc1cc(NC(=O)CSc2ccc3nnc(CCNC(=O)c4ccccc4)n3n2)no1 | 3 | -4% | 3% | -0.5
23 | CCCc1nc2c(sc3nc4c(cc32)COC(C)(C)C4)c(=O)n1CCN(C)C | 1 | 8% | 9% | -3.3
24 | Cc1cc(N/N=C/c2cccc(Cl)c2)nc(-n2nc(C)cc2C)n1 | 10 | -8% | -1% | 0.0
25 | Cc1c(NC(=O)C(C)OC(=O)c2ccc(NC(=O)CC#N)cc2)c(=O)n(-c2ccccc2)n1C (stereo unspecified) | 4 | 8% | 1% | -2.7
26 | CC(=O)CC1=NC(C)(C)Cc2ccccc21 | 4 | 6% | 2% | 0.0
27 | CSc1ccc(CN2CCC2(C)C(=O)NCc2ccc3c(c2)OCO3)cc1 (stereo unspecified) | -9 | -8% | 5% | -0.3
28 | CC(C)(C)n1nc2c(c1NC(=O)COc1ccc3ccccc3c1)CS(=O)C2 (stereo unspecified) | 1 | 0% | -20% | -0.8
29 | CC1(C)Cc2c(C#N)c(NCCN3CCOCC3)nc(-c3ccccc3)c2CO1 | -1 | 8% | -16% | 0.3
30 | CCOc1ccc(-c2cccc(NS(=O)(=O)c3ccc([N+](=O)[O-])cc3)c2)nn1 | 7 | -5% | -5% | 4.2

item | Abeta rescue | EPAC1 antagonist | FUS suppressor | WRN helicase inh
16 | -22% | -19% | 0% | 0%
17 | -8% | 8% | 26% | -3%
18 | 5% | -4% | 8% | -12%
19 | -6% | 4% | 4% | -4%
20 | -6%&7% | -7% | -27%&-31% | 2%
21 | 8% | -10% | -12% | -1%
22 | 16% | 15% | 0% | 6%
23 | -3% | -5% | -16% | -5%
24 | 27% | 1% | 26% | -29%
25 | 1% | -1% | 23% | -11%
26 | -2% | -3% | -8% | -1%
27 | -9% | -5% | 16% | -2%
28 | -6% | -10% | 9% | -2%
29 | -7% | 9% | 23% | -4%
30 | 8% | -23% | 37% | -14%

(more compounds)
item | Structure | PI5P4K alpha inh | EPAC1 ag | PLK1 PBD block | IL-2 act
31 | Cc1cc(C)cc(C(=O)NCC(=O)NCCc2c[nH]c3ccccc23)c1 | -3 | 10% | -4% | 15
32 | CC(C)(C)NS(=O)(=O)c1ccc(CCC(=O)Nc2cc(Cl)ccc2Oc2ccccc2)cc1 | 6 | -1% | -4% | -2.8
33 | CCCS(=O)(=O)N1CCCC(C(=O)NCC2CCCO2)C1 (stereo unspecified) | 2 | 0% | -5% | -0.3
34 | O=C(NN=Cc1ccccc1)c1ccccc1 | 3 | 5% | -3% | 0.3
35 | COCCCn1c(N)c(-c2nc3ccccc3n2C)c2nc3ccccc3nc21 | · | 8% | 8% | -3.2
36 | NC1(C#Cc2ccc3oc(=O)c(-n4cc(C5(O)CCCCC5)nn4)cc3c2)CCCCC1 | -3 | 9% | -3% | -0.6
37 | Cc1ccc(N2C(=O)c3ccccc3C2Nc2ccccc2F)nc1 (stereo unspecified) | -1 | -5% | 1% | 0.5
38 | Cc1nn(-c2cccc(C(F)(F)F)c2)c(Cl)c1/C=N/Nc1cccc(C(=O)O)c1 | -2 | -4% | 24µM* | -2.8
39 | CCCNC(=O)c1ccccc1NC(=O)c1ccccc1N(C)S(=O)(=O)c1ccccc1 | 2 | 8% | -8% | -0.4
40 | N#CC(c1ccccc1)c1ccc([N+](=O)[O-])cc1 (stereo unspecified) | -3 | -6% | -4% | 2.8
41 | CCCCNc1nnc(SCC(=O)c2c[nH]c3ccccc23)s1 | -13 | -19% | -3% | 0.3
42 | CN(C)C(=O)C#Cc1ccccc1 | 8 | -10% | -1% | 0.8
43 | CCCn1c(N)c(N(CCOC)C(=O)c2ccc(F)cc2)c(=O)[nH]c1=O | -14 | 2% | -2% | -0.9
44 | Cc1cc2c(NC(=O)Nc3ccc(C(C)(C)C)cc3)cccc2nn1 | 0 | -5% | -17% | -0.8
45 | C=CCc1c(Cl)nc(C)nc1NCc1ccccc1 | -5 | -5% | -3% | -1.3

item | Abeta rescue | EPAC1 antagonist | FUS suppressor | WRN helicase inh
31 | -5% | -7% | 21% | 5%
32 | 25% | -15% | 39% | -10%
33 | -5% | 12% | -16% | 1%
34 | -9% | -5% | 14% | 7%
35 | -2% | 8% | 11% | -15%
36 | -4% | -2% | 11% | -7%
37 | -28% | ? | -4% | 1%
38 | -83%[inhibitor] | 3% | 31% | -6%
39 | -1% | -29% | · | 5%
40 | 2% | 10% | -14% | 8%[57.1 µM]
41 | 1% | -25% | 15% | -9%
42 | -16% | 13% | -25% | -11%
43 | 4% | -1% | -2% | -4%
44 | 14% | -24% | ? | -14%
45 | 24% | -15% | -5% | 15%

Following part.
item | Structure | PI5P4K alpha inh | EPAC1 ag | PLK1 PBD block | IL-2 act
46 | CN(c1ccc(C(=O)N2CCOCC2)cc1)S(C)(=O)=O | · | -1% | -10% | 4.6
47 | Cc1ccccc1OCCNC(=O)c1ccco1 | -4 | 9% | -7% | -3.6
48 | CCOC(=O)c1cc(C#N)c(SC)nc1-c1ccccc1 | 5 | 19% | -5% | -0.1
49 | O=C(NNC(=O)c1cc(-c2ccccc2)n(-c2ccccc2)n1)c1cccc([N+](=O)[O-])c1 | 2 | -2% | 1% | 0.3
50 | Cc1cccc(C)c1OCC(=O)N(Cc1ccc(N(C)C)cc1)C1CCS(=O)(=O)C1 (stereo unspecified) | 2 | -5% | 5% | 2.9

item | Abeta rescue | EPAC1 antagonist | FUS suppressor | WRN helicase inh
46 | 20% | 18% | -17% | 0%
47 | 2% | ? | -1% | -21%
48 | 0% | -17% | 2% | -25%
49 | 7% | -10% | · | -8%
50 | -3% | -1% | -1% | 8%

Entries above that bear a hit mark in PI5P4K alpha inh.
# | smiles | PI5P4K alpha inh | EPAC1 ag | PLK1 PBD block | IL-2 act | EPAC1 antagonist | WRN helicase inh
11 | NC(=O)c1cc[n+](CC2=C(C(=O)O)N3C(=O)[C@@H](NC(=O)C(c4ccccc4)S(=O)(=O)[O-])[C@H]3SC2)cc1 (stereo partly specified) | -97* | 10% | 4.7µM* | 0.4 | 15% | ·

Compound activity as filed in PubChem BioAssay.
